TIM10 inh: growth inhibitors of isogenic TIM10 control yeast, primary screen, counter-screen for tim10-1 yeast inhibitor project, luminescence, uHTS; 330,000 tested, 1.4% active; inhibition, % at 10 µM; S. cerevisiae TIM10 strain growth, BacTiter-Glo luminescence, 24 h; AID 463195, 2010;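 active = inhibition of 40% or more at the single tested concentration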;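 also: wild-type TIM10 isogenic control strain grown at permissive 25 °C; 0% = DMSO yeast wells and 100% = minimal medium wells without yeast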
Apaf1 inhib: inhibitors of human Apaf-1 apoptosome, primary screen, biochemical, DEVD-Rh110 fluorescence, uHTS; 330,000 tested, 0.71% active; Apoptotic protease-activating factor 1 (Homo sapiens), O14727; reconstituted apoptosome caspase-3 activity; inhibition, % at 20 µM; active = inhibition of at least 40% at 20 µM;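 also: plate controls were DMSO wells for no effect and DEVD-CHO caspase inhibitor wells for full effect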
Target sequence (O14727 whole entry, looked up): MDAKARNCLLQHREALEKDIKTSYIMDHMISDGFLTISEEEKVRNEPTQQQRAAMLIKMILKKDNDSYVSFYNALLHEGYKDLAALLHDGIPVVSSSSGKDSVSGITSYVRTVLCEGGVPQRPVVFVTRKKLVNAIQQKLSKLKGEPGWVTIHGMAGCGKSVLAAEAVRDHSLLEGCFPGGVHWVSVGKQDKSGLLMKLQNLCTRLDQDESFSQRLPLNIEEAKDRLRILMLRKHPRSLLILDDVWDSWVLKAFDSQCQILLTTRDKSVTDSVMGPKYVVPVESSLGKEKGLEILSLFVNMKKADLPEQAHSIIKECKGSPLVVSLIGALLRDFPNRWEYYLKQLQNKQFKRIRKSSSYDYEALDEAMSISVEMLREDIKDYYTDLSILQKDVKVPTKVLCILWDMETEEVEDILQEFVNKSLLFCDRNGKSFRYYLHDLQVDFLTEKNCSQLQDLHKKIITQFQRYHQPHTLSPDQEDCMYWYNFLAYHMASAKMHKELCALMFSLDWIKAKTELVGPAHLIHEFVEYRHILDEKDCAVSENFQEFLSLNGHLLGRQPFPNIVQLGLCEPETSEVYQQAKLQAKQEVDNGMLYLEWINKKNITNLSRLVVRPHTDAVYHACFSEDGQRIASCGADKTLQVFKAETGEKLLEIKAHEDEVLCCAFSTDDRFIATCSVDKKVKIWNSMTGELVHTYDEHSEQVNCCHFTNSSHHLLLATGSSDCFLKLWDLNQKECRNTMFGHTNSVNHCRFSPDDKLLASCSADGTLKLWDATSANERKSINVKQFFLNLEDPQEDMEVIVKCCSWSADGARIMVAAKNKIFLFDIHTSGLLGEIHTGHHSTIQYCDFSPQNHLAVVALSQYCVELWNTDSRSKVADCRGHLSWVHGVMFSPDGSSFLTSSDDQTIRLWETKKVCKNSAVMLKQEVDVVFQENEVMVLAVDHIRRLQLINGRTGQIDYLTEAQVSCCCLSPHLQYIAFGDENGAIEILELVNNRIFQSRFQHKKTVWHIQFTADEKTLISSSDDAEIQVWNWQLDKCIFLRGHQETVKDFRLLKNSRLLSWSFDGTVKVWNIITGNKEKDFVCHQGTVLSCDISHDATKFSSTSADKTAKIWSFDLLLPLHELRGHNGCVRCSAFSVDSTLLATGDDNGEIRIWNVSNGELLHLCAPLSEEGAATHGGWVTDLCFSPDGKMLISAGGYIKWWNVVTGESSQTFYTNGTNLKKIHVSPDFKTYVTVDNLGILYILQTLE
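Material: cell-free apoptosome with Apaf-1, procaspase-3 and caspase-9; Buffer or medium: Hepes pH 7.5 with detergent and BSA; Reagent: cytochrome c trigger plus (Z-DEVD)2-Rh110 caspase-3 substrate; Times: compound with Apaf-1, dATP, procaspase-3 30 min, then 50 min reaction, room temperature; Technique: Rh110 fluorescence intensity.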
ATG4B inhibitor: ATG4B protease inhibitors, primary screen, biochemical, fluorescence, uHTS | ATG4B cleavage of LC3-PLA2, NBD-HPC fluorescence, 1 h | AID 504462, 2011 | 340,000 tested, 0.51% active | inhibition, % at 8.33 µM; in the data active = inhibition above about 40%
hIAP block: human IAP inhibitors, primary screen, biochemical, luminescence, uHTS; 330,000 tested, 0.12% active; inhibition, % at 10 µM; AID 2544, 2010; purified IAP, CDP-Star luminescence, 30 min; Intestinal-type alkaline phosphatase (Homo sapiens), P09923;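 active = inhibition reaching a set limit with compound at 10 µM in the primary screen, cut at about 35% in these data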;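 also: plate controls were DMSO wells with enzyme for no effect and no-enzyme buffer wells for full effect; values of inactives mirror those of a sister screen read the other way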
mIAP act: activators of mouse IAP, primary screen, biochemical, luminescence, uHTS. muIAP, CDP-Star luminescence, 30 min; stronger effect = higher value; 1 = vehicle-only enzyme signal, 0 = enzyme-free wells. activation factor at 10 µM. intestinal alkaline phosphatase [Mus musculus]. AID 2805, 2010. 330,000 tested, 0.24% active;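 active = activation factor of at least 2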; also: the source names both 10 and 20 µM as test concentration; values of inactives mirror those of a sister screen read the other way
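Assay system: mouse IAP enzyme; reagent: chemiluminescent substrate CDP-Star; dosing: test compounds delivered from DMSO solution; schedule: 30 min at room temperature; measured by: luminescence from enzymatic CDP-Star hydrolysis; controls: DMSO-only wells and no-enzyme negative control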
NALP3 yeast inh: NALP3 inflammasome inhibitors in reconstituted yeast, primary screen, luminescence, uHTS. Yeast reconstituted NLRP3/ASC/caspase-1, beta-gal luminescence, 24 h. inhibition, % at 10 µM. 330,000 tested, 0.39% active. AID 2825, 2010;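 active = inhibition of 50% or more; inactive = inhibition below 50%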;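 also: plate controls were induced DMSO wells for no effect and uninduced yeast grown without galactose for full effect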
tim10-1 inh: growth inhibitors of tim10-1 mutant yeast, primary screen, luminescence, uHTS | S. cerevisiae tim10-1 ts strain growth, BacTiter-Glo, 24 h | inhibition, % at 20 µM | 330,000 tested, 2.2% active;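 active = inhibition of at least 40%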;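 also: mutant grown at 25 °C; 0% = DMSO wells with yeast and 100% = wells holding no yeast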
hIAP activ: human IAP activators, primary screen, biochemical, luminescence, uHTS; Intestinal-type alkaline phosphatase (Homo sapiens), P09923; purified human IAP, CDP-Star luminescence, 30 min; stronger effect = higher value; 1 = vehicle-only enzyme, 0 = enzyme-free background; activation factor at 10 µM; 330,000 tested, 0.16% active;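 active = activation factor of the enzyme at least 2-fold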; also: the source names both 10 and 20 µM as test concentration; values of inactives mirror those of a sister screen read the other way
mIAP block: inhibitors of mouse IAP, primary screen, biochemical, luminescence, uHTS | purified mouse IAP, CDP-Star luminescence, 30 min | 330,000 tested, 0.2% active | AID 2806, 2010 | inhibition, % at 10 µM | intestinal alkaline phosphatase [Mus musculus];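 active = inhibition of at least 40% at 10 µM in the primary screen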;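 also: plate controls were DMSO with enzyme for no effect and no enzyme wells for full effect; values of inactives mirror those of a sister screen read the other way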
The depositor's hits bear a star; nt = no result given. This is a random part of the collection. Share with any hit: about 4.5%.

Molecule	TIM10 inh	Apaf1 inhib	ATG4B inhibitor	hIAP block	mIAP act	NALP3 yeast inh	tim10-1 inh	hIAP activ	mIAP block
O=C(O)C1CCCCC1C(=O)Nc1ccc2c(c1)OCCO2 (stereo not given)	-10	-3	-9	4	1.1	0	-8	0.96	-6
Cc1c(NC(=O)c2cc(Br)ccc2Cl)cccc1-n1cnnn1	6	8	-1	0	0.98	13	-3	1	2
O=c1onc(-c2ccccc2)c2ccccc12	-3	-3	-6	-3	0.99	6	-13	1	0
CN(C)S(=O)(=O)c1ccc(NC(=O)N2CCN(c3cccc(C(F)(F)F)c3)CC2)cc1	4	22	-12	10	1.4	-1	9	0.9	-40
COC(=O)c1ccc(NC(=O)Cn2nnc(-c3cccs3)n2)cc1	-26	-6	-6	-20	1.1	13	-35	1.2	-12
COc1ccc(C2C(C(=O)Nc3cc(C)on3)c3ccccc3C(=O)N2C)cc1 (stereo not given)	-22	13	-10	-15	1	2	12	1.1	0
CCOc1cccc(-c2cc(=O)[nH][nH]2)c1	-15	44*	6	5	0.96	15	10	0.95	4
CCOc1ccccc1CNS(=O)(=O)c1ccc2c(c1)C(C)(C)C(=O)N2C	18	-11	-11	-2	0.93	-2	28	1	7
CCN(CC)CCCCCOc1ccccc1OC	-16	-10	3	-2	1	10	8	1	-1
COc1ccccc1CN(Cc1nc2ccccc2c(=O)[nH]1)S(=O)(=O)c1ccc(C)cc1	12	13	-28	20	0.9	4	15	0.8	10
COc1ccc(Cn2nnnc2CN2CCN(c3ccc(OC)cc3)CC2)cc1	6	7	-11	-9	0.98	15	32	1.1	2
Cc1ncoc1C(=O)N1CCCC(N2CCN(c3ccccc3F)CC2)C1 (stereo not given)	5	0	1	8	1	11	-12	0.92	-2
CC1(C)C(=O)OC(/C=C\c2cccc([N+](=O)[O-])c2)C(C)(C)C1=O (stereo not given)	13	0	-3	-2	1	11	18	1	-4
COc1ccc2occ(C(=O)c3cccs3)c2c1	42*	-2	10	-11	0.91	25	7	1.1	10
NS(=O)(=O)c1ccc(CCNC(=O)CN2CCN(c3ccccc3O)CC2)cc1	5	-19	-5	-10	0.97	13	8	1.1	3

Two entries from above, with two lines to a compound.
Results follow in this order: TIM10 inh | Apaf1 inhib | ATG4B inhibitor | hIAP block | mIAP act | NALP3 yeast inh | tim10-1 inh | hIAP activ | mIAP block
COc1ccc(C2C(C(=O)Nc3cc(C)on3)c3ccccc3C(=O)N2C)cc1 (stereo not given)
  -22 | 13 | -10 | -15 | 1 | 2 | 12 | 1.1 | 0
COc1ccc2occ(C(=O)c3cccs3)c2c1
  42* | -2 | 10 | -11 | 0.91 | 25 | 7 | 1.1 | 10

More records:
Molecule	TIM10 inh	Apaf1 inhib	ATG4B inhibitor	hIAP block	mIAP act	NALP3 yeast inh	tim10-1 inh	hIAP activ	mIAP block
Fc1ccc(CN2CCN(c3ncnc4scc(-c5ccccc5)c34)CC2)cc1	26	31	6	-15	1	20	36	1.2	-3
Cc1ccccc1-c1nc(CS(=O)(=O)CC(=O)N2CCCCC2)c(C)o1	1	5	-7	-2	0.95	3	3	1	4
N=C1C(c2nc3ccccc3[nH]2)=C(O)CN1c1ccc(F)cc1	-11	2	2	-65	1.1	3	-21	1.6	-13
Cc1cccnc1NC(=O)c1cccc(NC(=O)CC2SC(N3CCCCC3)=NC2=O)c1 (stereo not given)	9	10	-10	4	1.1	-3	-1	0.96	-13
C/C(=N\NC(=O)c1cccc(S(=O)(=O)N2CCCC2)c1)c1ccc(F)cc1	4	7	1	-15	0.96	5	6	1.1	4
CC(C)=NOc1nc(N(C)C)nc(N2CCOCC2)n1	-9	-7	-8	7	1.1	9	3	0.93	-6
Brc1ccc([C@H]2CN3CCSC3=N2)cc1	6	-10	0	6	1	22	2	0.94	-4
O=C1CC(c2ccccc2)CC(O)=C1C=NCCCO (stereo not given)	1	-4	-2	-6	0.96	-1	6	1.1	4
COc1ccccc1CC(Cc1nc2ccccc2[nH]1)c1nc2ccccc2[nH]1 (stereo not given)	-15	8	-7	-63	1.5	0	22	1.6	-49
O=C(Nc1ccccc1)Oc1cccc(Br)c1	12	-27	4	27	1.1	1	-10	0.73	-9
CCOC(=O)c1c(NC(=O)COC(=O)c2ccccn2)sc2c1CCC2	17	15	-6	2	0.94	6	18	0.98	6
COc1ccccc1N1C(=NC(=O)CCC2CCCC2)SC2CS(=O)(=O)CC21 (stereo not given)	4	0	0	-4	1	4	15	1	0
Nc1ccnn1-c1ccccc1	6	9	0	-17	0.92	17	34	1.2	8
NC(=O)C1CNc2ccccc2O1 (stereo not given)	-16	5	-1	-10	1.1	2	-19	1.1	-10
CCN(C(=O)CSc1cc(C)c2ccccc2n1)C1CCS(=O)(=O)C1 (stereo not given)	16	-5	-14	-8	0.98	-3	23	1.1	2
COc1cccc(N/N=C(\C#N)S(=O)(=O)C(C)(C)C)c1	-4	12	-8	0	1.1	10	29	1	-6
CCOC(=O)c1sc(NC(=O)c2ccco2)c(C#N)c1C	16	-211	16	0	0.93	5	23	1	7
CC(C)(C)c1ccc(C(=O)NN=C2CCCC2)cc1	3	4	-5	-1	0.99	5	10	1	1
CCN1C(=O)CSc2ccc(C(=O)NCc3ccccc3)cc21	1	10	-1	18	1	-3	2	0.82	0
COc1ccc(N2CCN(C(=O)CCCNC(=O)Cn3cnc4sc(C)c(C)c4c3=O)CC2)cc1	7	1	-6	8	1	11	9	0.92	-2
Cn1ncc([N+](=O)[O-])c1C(=O)NC1CCCCC1	0	-7	5	1	0.91	16	11	0.99	9
COc1cc(NC(=O)CN(C)S(=O)(=O)c2ccc3c(c2)CC(C)N3C(C)=O)cc(OC)c1 (stereo not given)	9	-1	-8	-16	0.92	11	10	1.2	8
CCS(=O)(=O)N1Cc2ccccc2CC1C(=O)N(C)CC(=O)Nc1ccc(OC)cc1 (stereo not given)	-10	33	-8	-1	1.1	13	-2	1	-13
Cc1nc(SCC(=O)Nc2ccccc2C(F)(F)F)c2c(=O)n(C)c(=O)n(C)c2n1	-17	-5	8	-8	1.1	11	-8	1.1	-10
O=C(CCc1ccccc1O)NC1CCCc2ccccc21 (stereo not given)	15	-3	7	2	1	6	-4	0.97	0
NC(=O)C1CCN(C(=O)c2cc(S(=O)(=O)N3CCOCC3)c(Cl)cc2Cl)CC1	-2	2	-5	12	0.96	8	7	0.88	4
CCN(CC)C(=O)Cn1cc(S(=O)(=O)CC(=O)NCCc2ccc(OC)c(OC)c2)c2ccccc21	-9	-5	24	7	1	8	11	0.93	0
CC(C)Oc1ccc(Cn2c(-c3ccco3)n[nH]c2=S)cc1	33	3	-3	13	0.95	22	36	0.87	5
COc1cc(CO)ccc1Oc1nc2ccccc2n2cnnc12	-23	-5	-2	-10	1.1	11	-7	1.1	-5
CCC(CC)c1nc(C#N)c(NCc2ccccc2)o1	-12	22	4	9	1	14	16	0.91	-4
COc1cc(OC)c(OC)cc1/C=C/C(=O)c1ccc(NS(=O)(=O)c2ccc(C)cc2)cc1	5	4	-24	14	0.94	7	22	0.86	6
COc1ccc(NC(=S)N2CCN(C/C=C/c3ccccc3)CC2)cc1OC	-14	6	-12	-15	1	14	17	1.2	-3
CCCNC(=S)N1CCC(C(=O)c2ccc3c(c2)OCCO3)CC1	4	-9	-2	-2	0.88	-6	11	1	12
O=C(NCCCN1CCOCC1)c1ccc(CNS(=O)(=O)c2ccc(Br)cc2)cc1	6	-6	3	-20	1.1	9	11	1.2	-5
CSc1ccccc1C(=O)Nc1nc2ccccc2[nH]1	2	8	4	-40	1	15	13	1.4	-5
Cc1ccccc1NS(=O)(=O)c1ccc(C(=O)N(C)CC(=O)Nc2ccccc2Br)cc1	-2	12	-51	0	1.1	11	4	1	-13
CCOC(=O)N1CCN(C(=O)CCN2C(=O)COc3ccc(C)cc32)CC1	5	-6	-3	6	0.99	-14	16	0.94	1
CCC(C)[C@H](NC(=O)OC(C)(C)C)C(=O)NCC1CCC(C(=O)N[C@@H](Cc2ccccc2)C(=O)O)CC1 (stereo not given in full)	6	-2	-7	-7	1	0	9	1.1	-1
O=C(O)c1cc([N+](=O)[O-])ccc1NCc1ccccc1Cl	12	3	48*	11	0.85	10	15	0.89	15
Cc1cc(CNC(=S)Nc2ccc(Br)cc2Cl)nn1C	8	3	0	-4	1.3	12	-4	1	-33
Cc1c(C(=O)N2CCc3ccccc3C2)oc2ccc(S(=O)(=O)N3CCCCCC3)cc12	21	14	18	-1	1	7	43*	1	-2
O=C(c1cn(-c2ccc(Cl)c(Cl)c2)nn1)C1CC1	10	-13	6	-7	0.94	44	6	1.1	6
O=C(c1ccc(Br)cc1)N1CCC(C(=O)N2CCN(Cc3ccccc3)CC2)CC1	12	14	2	10	1.2	13	12	0.91	-15
CCOc1ccccc1NC(=S)Nn1cnnc1	5	8	1	8	0.94	13	-2	0.92	6
CC(NC(=O)COc1ccccc1)C(c1cccs1)N1CCCC1 (stereo not given)	17	-20	-5	5	1.1	-8	11	0.95	-11
C/C(=N\NC(=O)c1cc2ccccc2cc1O)c1ccc2c(c1)OCO2	12	3	7	-6	0.97	10	-9	1.1	3
O=S(=O)(c1cccc(Br)c1)N1CCN(S(=O)(=O)c2ccc3c(c2)OCCO3)CC1	-10	6	0	4	0.99	16	-2	0.96	0
C=CCOC(=O)C1C(=O)CC(C)(O)C(C(=O)OCC=C)C1c1ccc(OCC)cc1 (stereo not given)	-33	-2	-1	-3	1.1	8	-5	1	-9
CCN(CC)S(=O)(=O)c1ccc(Cl)c(C(=O)Nc2cccnc2)c1	3	5	-1	-22	0.98	6	3	1.2	2
CCCN(CCC)CCNc1c(NC2CCN(C(=O)OCC)CC2)c(=O)c1=O	-5	8	-4	14	1.1	18	-3	0.86	-11
CC(=O)N1CCCc2cc(S(=O)(=O)N3CCc4ccccc4C3)ccc21	17	12	1	5	1.1	-4	17	0.95	-7
CCC(C)C1/C=C\CC(NC(=O)OCC2c3ccccc3-c3ccccc32)CC(=O)N1Cc1ccccc1 (stereo not given)	6	22	22	nt	1.4	nt	26	nt	-35
Cc1cc(NC(=O)c2ccc3[nH]c(C)c(C)c3c2)ccn1	-10	11	-9	4	1.1	9	8	0.96	-8
Cc1ccc(NS(=O)(=O)c2ccc3c(c2)NC(=O)C(C)C(=O)N3)c(Cl)c1 (stereo not given)	-9	5	-14	-4	0.94	2	15	1	6

ATG4B inhibitor: hit marks shown above.
structure,ATG4B inhibitor,hIAP block,mIAP act,NALP3 yeast inh,hIAP activ,mIAP block
O=C(O)c1cc([N+](=O)[O-])ccc1NCc1ccccc1Cl,48*,11,0.85,10,0.89,15

Screening data (PubChem BioAssay)
